Screens as filed in PubChem BioAssay.
Epigenetic reg: regulators of epigenetic silencing causing reporter derepression in mouse cells. murine LDR cells, GFP reporter derepression, 30 h. Potency, µM (titrated, usually from 53.9 µM), for the others: top-dose GFP activation, hits mostly activators. 280,000 tested, 0.2% active; note: potency is the fitted concentration of half-maximal effect; % of control where 0% means no effect; nearly all actives have a fitted effect of over 60% in size
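Derepression of a silenced CMV-GFP reporter in murine LDR cells is scored by enumerating GFP-positive cells with a laser-scanning microplate cytometer after 30 hours of treatment at 37 C.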
KinaseGlo FLuc: Kinase-Glo luciferase inhibition (counter-screen). Kinase-Glo luciferase, ATP luminescence, 8 min. AID 1379. Potency, µM (top dose mostly 38.3 µM), for the others: at the top dose activity change, negative = inhibition, hits mostly inhibitors. 200,000 tested, 0.28% active; note: potency is the fitted concentration of half-maximal effect; % is set by controls: 0 for no effect and ±100 for the full control effect; nearly all actives have a fitted effect of over 60% in size
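Kinase-Glo luciferase light output from ATP and luciferin was measured with 10 uM ATP, within the enzyme's linear range. Buffer: 50 mM imidazole pH 7.2, 50 mM KCl, 7 mM MgCl2, 0.01% Tween 20, 0.05% BSA; luminescence read after 8 min at ambient temperature.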
NPSR antagonist: antagonists of human neuropeptide S receptor cAMP signaling; CHO-NPSR cells, cAMP TR-FRET, antagonist mode; 220,000 tested, 1% active; Potency, µM (top dose mostly 38.3 µM), inactives show at the top dose activity change, negative = inhibition, actives largely listed as inhibitors; AID 1461; note: potency is the fitted concentration of half-maximal effect; % is set by controls: 0 for no effect and ±100 for the full control effect; nearly all actives have a fitted effect of over 50% in size; many of its hits are not listed in these tables
Target sequence (Q6W5P4 whole entry, looked up): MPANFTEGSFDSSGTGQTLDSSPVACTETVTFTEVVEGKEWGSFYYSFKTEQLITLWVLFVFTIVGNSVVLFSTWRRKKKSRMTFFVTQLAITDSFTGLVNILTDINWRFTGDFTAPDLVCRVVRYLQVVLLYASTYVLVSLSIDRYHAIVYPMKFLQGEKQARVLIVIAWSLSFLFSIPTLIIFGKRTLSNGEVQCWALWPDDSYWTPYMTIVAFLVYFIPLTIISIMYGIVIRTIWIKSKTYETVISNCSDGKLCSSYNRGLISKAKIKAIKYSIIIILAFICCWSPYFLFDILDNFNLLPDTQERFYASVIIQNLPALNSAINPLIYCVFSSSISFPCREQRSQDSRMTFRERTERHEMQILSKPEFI
IMPase Li cell: membrane-permeable IMPase blocker, potentiated with lithium | 210,000 tested, 0.35% active | CHO-M1 cells, IP1 TR-FRET (IP-One), carbachol + lithium | Potency, µM (doses to about 59.4 µM), without a hit: at the top dose activity, negative = IMPase inhibition, actives largely listed as inhibitors;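 note: IP1 builds up when IMPase is blocked and the TR-FRET signal falls; potency is the fitted concentration of half-maximal effect; plate controls were basal vehicle for no effect and high inhibitor control for full effect; nearly all actives have a fitted effect of over 50% in size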
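Steps: plate 2000 CHO-M1 cells per well and culture 16–30 h; add compound and lithium; incubate 30 min, 37C; add d2-IP1 tracer and Eu cryptate anti-IP1 antibody in lysis buffer; read after 10 min at room temperature.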
LMNA splice mod: modulators of lamin A splicing; HeLa LMNA splicing GFP/RFP minigene ratio, 48 h; Potency, µM (titrated, usually from 46.1 µM), for the others: at the highest dose ratio change, negative = inhibition, most hits filed as inhibitors; 200,000 tested, 0.01% active; AID 1487; active = well fitted inhibition curve with a large enough effect in the signal ratio, with a control signal flat, not every such curve was filed as active; inconclusive = small, poorly fitted or top-dose-only effect, or effect the other way, or a change in a side signal; the % refers to the signal ratio; note: potency is the fitted concentration of half-maximal effect; % is set by controls: 0 for no effect and ±100 for the full control effect
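Read-out is the ratio of GFP to DsRed2 object intensity, acquired by 488 nm laser-scanning cytometry on HeLa lamin A-EGFP minigene reporter cells. Compound incubation 48 hrs at 37 °C in Opti-MEM with 2% FBS; DMSO 0.5% final.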
CBFb-RUNX1 inh: blocks binding between human CBF-beta and RUNX1. Q01196+Q13951. AlphaScreen CBFb-His/RUNX1-biotin binding, biochemical. Potency, µM (series often up to 59.8 µM), inactives show top-dose activity, negative = inhibition, usual class: inhibitors. 230,000 tested, under 10 active. AID 1477; note: % of control where 0% means no effect
Target sequence (Q01196 whole entry, looked up): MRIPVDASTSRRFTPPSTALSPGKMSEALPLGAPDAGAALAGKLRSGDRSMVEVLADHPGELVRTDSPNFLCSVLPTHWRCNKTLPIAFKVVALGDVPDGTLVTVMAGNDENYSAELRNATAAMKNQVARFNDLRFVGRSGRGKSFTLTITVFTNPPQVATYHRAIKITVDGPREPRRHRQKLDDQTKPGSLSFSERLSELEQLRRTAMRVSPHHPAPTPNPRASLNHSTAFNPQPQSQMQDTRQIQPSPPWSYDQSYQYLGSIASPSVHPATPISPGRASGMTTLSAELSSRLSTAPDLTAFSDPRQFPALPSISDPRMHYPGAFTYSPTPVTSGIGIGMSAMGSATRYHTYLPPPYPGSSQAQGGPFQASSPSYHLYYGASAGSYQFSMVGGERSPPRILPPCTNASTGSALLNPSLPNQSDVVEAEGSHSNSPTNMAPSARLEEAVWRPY
Target sequence (Q13951 whole entry, looked up): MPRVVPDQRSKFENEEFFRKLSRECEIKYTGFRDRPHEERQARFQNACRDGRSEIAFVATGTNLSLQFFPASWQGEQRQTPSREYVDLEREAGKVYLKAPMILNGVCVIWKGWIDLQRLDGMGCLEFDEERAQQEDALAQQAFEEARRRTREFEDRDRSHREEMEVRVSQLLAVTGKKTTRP
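AlphaScreen proximity signal reports loss of binding between His-tagged CBF-beta and biotin-labelled RUNX1, each at 30 nM. Proteins are pre-associated for 20 minutes, compounds added for 15 minutes, then beads for 90 minutes, all at ambient temperature.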
HTT aggregate: inhibitors of mutant huntingtin aggregate formation in PC12 cells | PC12 HttQ103-GFP aggregates, Acumen cytometry, 40 h | AID 1688 | Potency, µM (series often up to 46.1 µM), inactives show at the highest dose activity change, negative = inhibition, hits mostly inhibitors | 220,000 tested, 1.1% active; note: potency is the fitted concentration of half-maximal effect; % is set by controls: 0 for no effect and ±100 for the full control effect; nearly all actives have a fitted effect of over 60% in size
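Read-out: GFP aggregate count by laser scanning cytometer (488 nm excitation, 500-530 nm emission, 1–25 µm objects >6 SD above background). Cells: PC12, inducible HTTex1-Q103-GFP, 100 nM tebufenozide; compounds titrated.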
An asterisk follows results filed as active; ? = inconclusive; / = not tested or not shown; [ ] = dose if it differs, or a comment. Unless noted, calls come from the whole dose curve; as a rule, active = well fitted curve in the direction sought with a large enough effect; inconclusive = small, poorly fitted or top-dose-only effect, or another doubt; inactive = no such curve, though single readings can be large; an effect the other way counts as inactive or inconclusive.

SMILES | Epigenetic reg | KinaseGlo FLuc | NPSR antagonist | IMPase Li cell | LMNA splice mod | CBFb-RUNX1 inh | HTT aggregate
Cc1ccc(NC(=O)Cn2nc(C(F)(F)F)c3c2CCC3)cc1 | -1.0% | 18% | -9%[46.1 µM] | 14%[38.3 µM] | 4% | 7% | 15%
C(=C\c1ccco1)/c1nc2ccccc2[nH]1 | -4.3% | 13µM* | 6% | 6% | / | 5% | -8%[9.22 µM]
Cc1ccc(N=C2NC(=O)/C(=C/c3cn(C)c4ccccc34)S2)cc1C | 7.7% | -2% | -35% | 2% | 2% | -24% | ?
CC(C)(C)NC(=O)NC(=O)COC(=O)CNC(=O)c1cccc(F)c1 | -0.6% | -4% | 1%[46.1 µM] | -3%[38.3 µM] | -6% | 6% | 6%
Cc1cc(NS(=O)(=O)c2ccc(NC(=O)COc3ccccc3Cl)cc2)no1 | -1.1% | 5% | -7%[46.1 µM] | 18%[38.3 µM] | 18% | 14% | ?
COc1cc(CN2CCN(c3cccc(Cl)c3)CC2)cc(OC)c1OC | 3.0% | 2% | 1%[46.1 µM] | 2% | ? | -15% | -12%
Cc1ccc(NC(=O)c2ccc(OC(=O)CCN3C(=O)c4ccccc4C3=O)cc2)cc1 | 2.1% | -6% | -13%[46.1 µM] | 8%[38.3 µM] | -2% | -8% | 3%
CCOC(=O)c1nc(Nc2ccc(C(=O)O)cc2)c2ccccc2n1 | -1.0% | / | -1%[46.1 µM] | / | 9% | 8% | 30%
C#CCOCCOCCOCCNc1nc(N2CCN(C(=O)[C@H](CCC(=O)O)n3cc(C(N)Cc4ccc(O)cc4)nn3)CC2)nc(N2CCN(C(=O)[C@H](Cc3ccc(O)cc3)n3cc(C(N)CC(C)C)nn3)CC2)n1 (some centres not stated) | -0.4% | / | 20% | / | / | 5% | -44%[9.22 µM]
CCCC[N+](CC#Cc1ccccc1)(CCCC)CCCS(=O)(=O)[O-] | 5.7% | 0% | 23% | -2% | 15%[46 µM] | 2% | 2%
OC1(c2ccc(Br)cc2)CN(c2ccccc2)C2=[N+]1CCS2 (configuration not stated) | -4.7% | 2% | -35% | 14% | / | -4% | -13%
Cc1cc(C)n2nc(C(=O)Nc3c(C)nn(Cc4ccc(F)cc4)c3C)cc2n1 | -1.5% | 2% | 13% | 5% | -7%[46 µM] | -25% | 26%[9.22 µM]
Cc1ccc(N2C(=O)CC(Sc3ncn[nH]3)C2=O)cc1C (configuration not stated) | 4.4% | -1% | -9%[46.1 µM] | -16%[38.3 µM] | 0% | 6% | -6%
C=CCCN(C(C(=O)OC)C(C)C)S(=O)(=O)c1ccccc1Br (configuration not stated) | 1.0% | / | -19% | / | / | ? | 21%[9.22 µM]
COc1ccc(NCC(=O)N/N=C/C=C\c2ccccc2)cc1 | 0.0% | 0% | -13% | 14% | -13% | -4% | -3%
O=C(NCc1nc2ccccc2[nH]1)C1=C[C@H](c2ccc3c(c2)OCO3)C[C@H](OCCCCO)O1 | -2.0% | / | 7% | 1% | / | 6% | 4%[9.22 µM]
CC(=O)Nc1cc(C(=O)NCc2ccco2)ccc1Sc1ccc(F)cc1 | -1.0% | -3% | -16% | 3% | ? | -3% | -12%
Cc1ccc(C2(C(F)(F)F)N=C3Sc4cc(C)cc(C)c4N3C(=O)N2)cc1 (configuration not stated) | 4.2% | 0% | 1%[46.1 µM] | 3%[38.3 µM] | 1% | -5% | 10%
COc1ccc(Cn2c(=O)c3[nH]cnc3n(-c3ccc(C)cc3)c2=O)cc1 | -1.5% | / | -10% | / | / | 11% | -11%[9.22 µM]
CC(C)C[C@@H](CSc1ccc(Br)cc1)N1CCN(CCc2ccccc2)CCC1=O | 1.5% | / | ? | / | / | 9% | 0%[9.22 µM]
COc1ccccc1C(O)(C(=O)NN(C)c1ccccc1)c1ccccc1OC | 0.0% | -1% | -9% | 2% | -17% | 4% | 7%
CCCCN(C(=O)CSc1nnc(-c2ccccc2)n1C)c1c(N)n(Cc2ccccc2)c(=O)[nH]c1=O | -0.9% | / | -24%[46.1 µM] | / | -12% | -3% | -3%
N#Cc1c(SCC(=O)O)nc(-c2ccccc2)c2c1CCCC2 | -2.1% | / | -10%[46.1 µM] | / | 7% | 1% | ?
Cc1ccc(NC(=O)CS(=O)CC(=O)N(c2ccccc2)C(C)C(=O)NC2CCCC2)cc1 (configuration not stated) | 0.7% | 11% | 11%[46.1 µM] | -10%[38.3 µM] | 5% | 2% | 8%
COC(=O)c1ccc2c(c1)c(C#Cc1ccccc1)c(-c1ccccc1)n2C | -1.9% | 2%[39.9 µM] | / | 2% | / | ? | /
CCCCn1c(SCC(=O)NCc2ccco2)nc2cc(S(N)(=O)=O)ccc21 | -1.0% | -1% | 1%[46.1 µM] | 54%[activator][38.3 µM] | 1% | -9% | -1%
CC(=O)c1cc(NC(=O)c2ccc(C)cc2)c(=O)oc1/C=C/N(C)C | 5.5% | 7% | ? | 20% | -9% | 3% | 1%
COc1ccc(C(=O)NNC(=O)c2snnc2C)cc1 | 3.0% | / | -18% | / | / | 8% | 3%[9.22 µM]
O=C(/C=C/c1ccccc1)c1ccc2c(c1)OCO2 | ? | / | 2% | / | / | 0% | -17%[9.22 µM]
Nc1ncnc(Nc2c(F)cccc2F)n1 | 5.7% | / | -18% | / | / | 11% | 3%[9.22 µM]
COc1ccc2[nH]c(N=Nc3ccccc3C)c(O)c2c1 | -1.8% | 3% | -5% | 1% | ? | -29% | -10%
O=C(NCC(c1ccco1)N1CCCCC1)C(c1ccccc1)c1ccccc1 (configuration not stated) | 8.1% | 2% | -36% | 7% | / | -3% | -7%
CC(C)OC(=O)CC1C(=O)NCCN1C(=S)NC(=O)c1cccs1 (configuration not stated) | -1.4% | 0% | ? | 4% | 7%[46 µM] | 9% | 8%[9.22 µM]
CC(C)(C)n1ncc2c(=O)n(CC(=O)NCc3ccccc3Cl)cnc21 | -2.5% | -6% | -8%[46.1 µM] | 2%[38.3 µM] | 13% | -5% | 2%
NC(=O)NC(c1ccccc1)c1cccc2ccccc12 (configuration not stated) | 2.8% | 2% | -13%[46.1 µM] | 27%[38.3 µM] | -7% | 1% | -10%
CCOC(=O)c1cc(CC)sc1NC(=O)Cc1ccsc1 | -2.2% | -6% | -20%[46.1 µM] | -3%[38.3 µM] | ? | 21% | -5%
CCOC(=O)Cc1csc(SCC(=O)NC2CCCC(C)C2C)n1 (configuration not stated) | 2.1% | 2% | -25%[46.1 µM] | 15% | -6% | -1% | 3%
CCOC(=O)N1CCC(N2CCCC(C(=O)c3cccc(OC)c3)C2)CC1 (configuration not stated) | -0.1% | / | 13% | / | / | 6% | -1%[9.22 µM]
CSc1ccccc1C(=O)Nc1cccc(C)c1 | 2.8% | 3% | -9%[46.1 µM] | 29%[38.3 µM] | 5% | 1% | -4%[1.84 µM]
COc1ccc(C(=O)c2c[nH]c(C(=O)NCCCN3CCOCC3)c2)cc1 | -0.8%[10.1 µM] | -2% | 3% | -7% | / | 4% | 1%[9.22 µM]

Ordered by number of heavy atoms (ascending): part of the list above
SMILES | Epigenetic reg | KinaseGlo FLuc | NPSR antagonist | IMPase Li cell | LMNA splice mod | CBFb-RUNX1 inh | HTT aggregate
CCOC(=O)Cc1csc(SCC(=O)NC2CCCC(C)C2C)n1 (configuration not stated) | 2.1% | 2% | -25%[46.1 µM] | 15% | -6% | -1% | 3%
CC(=O)c1cc(NC(=O)c2ccc(C)cc2)c(=O)oc1/C=C/N(C)C | 5.5% | 7% | ? | 20% | -9% | 3% | 1%
Cc1ccc(C2(C(F)(F)F)N=C3Sc4cc(C)cc(C)c4N3C(=O)N2)cc1 (configuration not stated) | 4.2% | 0% | 1%[46.1 µM] | 3%[38.3 µM] | 1% | -5% | 10%

New compounds follow:
SMILES | Epigenetic reg | KinaseGlo FLuc | NPSR antagonist | IMPase Li cell | LMNA splice mod | CBFb-RUNX1 inh | HTT aggregate
O=C(CSc1ccc2nnc(-c3ccccn3)n2n1)NCc1ccc2c(c1)OCO2 | 0.0% | 0% | -3%[46.1 µM] | 7% | 0% | 14% | -14%
O=c1c(-c2ccc(Oc3ccccc3)cc2)[n+]([O-])c2ccccc2n1OCc1ccccn1 | 1.6% | 0% | -24%[46.1 µM] | 62%[activator][38.3 µM] | 8% | -8% | -12%
Cc1c(Nc2ccc(C=O)cc2)c(=O)n(-c2ccccc2)n1C | -1.8% | -2% | 0% | 3% | / | 11% | 14%
CCCCC[C@H](O)/C=C/C=C\CCCCCCCCCC(=O)O | 0.6% | 2% | / | 5% | / | 2% | /
CC(C)CC(=O)NNC(=O)c1ccc(Cl)cc1 | -6.2% | -3% | -10% | 2% | 3%[46 µM] | 2% | 3%[9.22 µM]
COc1ccc(N(C(=O)c2ccco2)C(C(=O)NC2CCCC2)c2ccc(N(C)C)cc2)cc1OC (configuration not stated) | 2.4% | -5% | -9%[46.1 µM] | 2% | -3% | -3% | 20%
CCCCCCn1nc(C(=O)OCC(=O)NC2CCS(=O)(=O)C2)c2ccccc2c1=O (configuration not stated) | 5.5% | -1% | -1% | 10% | -8%[46 µM] | 3% | 5%
Fc1ccc(CNc2nc(-c3ccco3)cc(C(F)(F)F)n2)cc1 | -0.3% | -5% | -16%[46.1 µM] | 10%[38.3 µM] | 18% | 12% | -9%
Cn1c(=O)oc2ccc(C(=O)CSc3nnnn3-c3ccccc3)cc21 | 9.3% | 2% | -28%[46.1 µM] | 5%[38.3 µM] | -1% | 2% | 15%[9.22 µM]
COc1ccc(NC(=O)COC(=O)C2CCN(S(=O)(=O)c3cccs3)CC2)cc1 | -1.3% | / | 21% | 6% | / | -2% | -11%
COc1ccccc1CNc1ncnc2cc(OC)c(OC)cc12 | -0.5% | 0% | -4% | 13% | / | -7% | -26%
COCCCNC(=O)CC(NS(=O)(=O)c1ccc(C)cc1)c1ccco1 (configuration not stated) | 3.4% | 2% | 6%[46.1 µM] | 4%[38.3 µM] | 2% | 4% | 8%
CC[C@H](C)[C@@H](C(=O)N1CCNCC1)n1cc([C@@H](N)Cc2ccc(O)cc2)nn1 | -0.7% | / | -14% | 4% | / | 7% | -2%[9.22 µM]
Cc1ccc(CNC(=O)CSc2n[nH]c(N)n2)cc1 | 0.8% | -2% | 0%[46.1 µM] | 14%[38.3 µM] | 16% | 4% | 3%
COc1ccc(NC(=O)c2ccc3c(c2)OCO3)cc1[N+](=O)[O-] | 4.4% | 2% | -2% | 10% | ? | 3% | -4%[9.22 µM]
C/C(=N\Nc1nc2ccccc2[nH]1)c1ccc2c(c1)OCCO2 | -0.4% | / | -11% | -11% | / | -12% | -2%

Some of the compounds tested; count on the stated rates, not on these rows.
